IDE inh = human IDE inhibitors in live cells, primary screen, fluorescence polarization, HEK cells, FAbetaB substrate. inhibition, % at 5.59 µM. AID 434962, 2010. actives 0.41% (n = 320,000). Insulin-degrading enzyme (Homo sapiens), P14735. FAbetaB cleavage;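 active = percent inhibition above the average of all tested compounds plus 3 SD, set per screening campaign, cut at about 16% in these data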;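 note: IDE supplied by intact live HEK cells; FP after avidin binding of uncleaved biotin substrate so inhibition keeps polarization high; 0% = DMSO wells and 100% = 60 µM reference IDE inhibitor Ii1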
GalR3 antag = GalR3 antagonists in HEK293 cells, primary screen, cell-based, fluorescence readout; Galanin receptor type 3 (Homo sapiens), O60755; HEK293 GalR3-CNG cAMP membrane potential fluorescence; galR3 body fused to GalR1 C-terminus; AID 651719, 2012; inhibition, % at 3 µM; actives 0.44% (n = 360,000);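 active = inhibition above the screen-wide average plus 3 SD, cut at about 13% in these data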;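 note: forskolin and galanin both at EC90 stimulate the cells; cAMP rise reported by CNG channel membrane potential dye signal; 0% = forskolin plus galanin with DMSO and 100% = forskolin alone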
Target sequence (O60755 1-299 limits assumed): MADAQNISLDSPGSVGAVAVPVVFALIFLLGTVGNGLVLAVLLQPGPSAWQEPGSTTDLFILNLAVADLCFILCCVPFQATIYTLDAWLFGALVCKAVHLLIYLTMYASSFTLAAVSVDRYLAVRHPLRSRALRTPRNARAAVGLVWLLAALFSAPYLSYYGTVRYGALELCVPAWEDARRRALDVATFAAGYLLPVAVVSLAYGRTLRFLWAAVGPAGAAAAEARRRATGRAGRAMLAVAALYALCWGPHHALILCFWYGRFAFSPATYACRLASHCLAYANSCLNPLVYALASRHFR
IMP-1 inhibitor = IMP-1 metallo-beta-lactamase inhibitors, primary screen, biochemical, epi-absorbance readout, Pseudomonas aeruginosa enzyme | metallo-beta-lactamase IMP-1 (Pseudomonas aeruginosa) | purified IMP-1, nitrocefin hydrolysis, epi-absorbance fluorescence | inhibition, % at 5.6 µM | actives 0.45% (n = 290,000);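 active = inhibition above the mean plus 3 SD of all compounds in the same screening run, cut at about 4.5% in these data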;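 note: 0% = IMP-1 with DMSO and 100% = DMSO wells lacking enzyme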
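Assay system: purified recombinant IMP-1 beta-lactamase. Input: IMP-1 0.2 nM before substrate addition. Buffer or medium: Zinc- and detergent-supplemented HEPES buffer, pH 7.1. Schedule: 25 °C, 15 min preincubation, 25 min reaction. Signal: Epi-absorbance fluorescence, 480 nm excitation, 530 nm emission. Evaluation: percent inhibition from optical density relative to buffer-blank wells.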
CRFR2-BP antag = antagonists of CRF-BP/CRF-R2 complex, primary screen, cell-based, HEK293, calcium dye fluorescence, uHTS | CRF-induced calcium fluorescence | inhibition, % at 11.8 µM | actives 0.59% (n = 350,000);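 active = inhibition of the ligand-induced calcium signal above about 50% at the single tested concentration, limit read from the data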
UBC9 SUMO inh = inhibitors of in vitro SUMOylation cascade, primary screen, biochemical, HTRF, uHTS | inhibition, % at 35 µM | actives 0.36% (n = 290,000) | HTRF SUMOylation assay, SAE1/SAE2 + UBC9; in the data active = inhibition above about 50%, passing the limit was not always enough; note: strong numbers were not always called active
Target sequence (P63279 whole entry, looked up): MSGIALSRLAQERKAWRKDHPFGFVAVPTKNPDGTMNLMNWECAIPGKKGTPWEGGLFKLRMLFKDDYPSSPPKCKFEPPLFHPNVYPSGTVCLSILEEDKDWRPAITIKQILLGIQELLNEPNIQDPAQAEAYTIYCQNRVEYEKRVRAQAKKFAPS
pCIP destab = p/CIP-EGFP fusion destabilizers, primary screen, fluorescence, F442A cells | Q05BA5 | 16 h | decrease of EGFP signal, % at 10 µM | actives 0.01% (n = 290,000) | AID 1984, 2009;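 active = EGFP signal decrease of at least 30% at 10 µM or well 3 SD below plate mean, unless failing retest; inactive = the rest, including hits failing retest or dose response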; note: some compounds called inactive have numbers as strong as hits; many of its hits are not listed in these tables
IDE cell activ = human IDE activators in live cells, primary screen, fluorescence polarization, HEK cells, FAbeta-B substrate. Insulin-degrading enzyme (Homo sapiens), P14735. FAbeta-B cleavage; 0% vehicle, 100% cell-free pure enzyme wells. activation, % at 5.96 µM. actives 0.073% (n = 340,000);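 active = activation above the mean of all tested compounds plus 3 SD, set per screening campaign, cut at about 17% in these data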
HCV NS3 hel inh = inhibitors of HCV NS3 helicase, primary screen, biochemical, Cy5 molecular beacon fluorescence; Hepatitis C virus NS3 helicase; NS3 helicase DNA unwinding; inhibition, % at 10.9 µM; actives 0.56% (n = 290,000);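 active = inhibition above the mean of all tested compounds plus 3 SD, set per campaign, cut at about 35% in these data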;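 note: 0% = DMSO wells and 100% = thioflavine S control wells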
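Measured by: Cy5 fluorescence, 0 and 60 min reads / Assay system: NS3 helicase fragment of HCV / Control set: low DMSO, high thioflavine S at 110 µM / Times: 1 h reaction at 25 °C, ATP-initiated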
VIM-2 inhibitor = VIM-2 metallo-beta-lactamase inhibitors, primary screen, biochemical, epi-absorbance readout, Pseudomonas aeruginosa enzyme; inhibition, % at 5.6 µM; purified VIM-2, nitrocefin hydrolysis, epi-absorbance fluorescence; actives 0.89% (n = 290,000);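 active = inhibition above the mean of all tested compounds plus 3 SD, cutoff set per screening run, cut at about 7.5% in these data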;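 note: red hydrolysis product quenches plate fluorescence so inhibitors raise well fluorescence; 0% = enzyme with DMSO and 100% = DMSO without enzyme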
The depositor's hits bear a star; / = not tested or not shown. Rows are unselected; 3.2% or so of the library scored in one or more.

Under each structure – IDE inh | GalR3 antag | IMP-1 inhibitor | CRFR2-BP antag | UBC9 SUMO inh | pCIP destab | IDE cell activ | HCV NS3 hel inh | VIM-2 inhibitor
> Cc1c(Br)ccc(NC(=O)CCN2C(=O)C3C4CCC(C4)C3C2=O)c1C (stereo not drawn)
 : 3 | -4 | -3.2 | -24 | -6 | 3 | 2 | 3 | -3.1
> Cc1nc2ccccc2nc1N1CCOCC1
 : 0 | -3 | -2.4 | -11 | 12 | -12 | 5 | 3 | -0.5
> Cc1ccccc1Nc1nc2nonc2nc1N1CCOCC1
 : -6 | 1 | -4.1 | -1 | 7 | -10 | -3 | -12 | -6.9
> NC(=O)C1CCN(c2cc(Cl)nc(N)n2)CC1
 : 4 | -3 | 0.7 | 13 | 1 | -4 | 2 | 0 | 0.5
> COc1ccc(-c2[nH]n(-c3ccc([N+](=O)[O-])cc3)c(=O)c2C=NCc2ccccc2)cc1
 : -6 | -1 | -4.0 | 2 | 5 | 1 | 5 | 7 | -3.7
> Cc1ccccc1CN1CCC(Oc2ccc(C(=O)NCc3ccccn3)cc2)CC1
 : 1 | 1 | -4.0 | -13 | -11 | -5 | 9 | 0 | -1.3
> O=C(CN1CCN(c2ccccc2)CC1)NC(=O)NCc1ccco1
 : 2 | 1 | -2.2 | -25 | -4 | 14 | 2 | -1 | -6.2
> CCCNC(=O)c1oc2ccc3c(c2c1C)C(O)CC(C)(C)O3 (stereo not drawn)
 : / | -5 | 0.6 | 18 | -2 | 2 | 0 | -2 | 0.7
> O=c1c2c(c(-c3ccccc3)nn1Cc1ccccc1)CCCC2
 : -4 | -5 | -2.5 | 7 | 23 | -9 | 3 | 8 | -2.5
> CCOC(=O)NC(=O)CSc1ccc(S(=O)(=O)N(C)C2CCCCC2)cn1
 : 0 | -9 | / | 7 | / | / | 2 | / | /
> CN(CC1COc2ccccc2O1)C(=O)Cn1cc(C(F)(F)F)ccc1=O (stereo not drawn)
 : 2 | -2 | / | -8 | / | / | 1 | / | /
> Cc1c(Br)c([N+](=O)[O-])nn1CC(=O)Nc1c(C)n(C)n(-c2ccccc2)c1=O
 : 1 | -2 | -3.8 | 5 | 13 | -2 | 0 | 11 | -2.9
> O=C(NCCc1ccc2c(c1)OCCO2)c1cc2ccccc2o1
 : 3 | 1 | -3.1 | -3 | 20 | -18 | 1 | 1 | -0.9
> CCNC(=S)NNC(=O)c1ccc2ncccc2c1
 : -3 | -6 | -4.8 | 4 | 3 | 2 | 3 | 4 | -3.1
> O=C1CCCN2N=C(SCC(=O)Nc3ccc([N+](=O)[O-])cc3)SC2=N1
 : -6 | -10 | -2.4 | 5 | 12 | -5 | 5 | 10 | 0.0
> COc1ccc(C2=NN(C(=O)COC(=O)c3ccc(NC(=O)CC#N)cc3)C(c3ccco3)C2)cc1 (stereo not drawn)
 : 0 | -2 | / | 7 | / | / | -7 | / | /
> O=C(NCc1cccnc1)c1nn2cccnc2c1Cl
 : -4 | 0 | -2.8 | 0 | 19 | -5 | 3 | -1 | -1.4
> COc1ccc(-n2c(/C=C(\C)O)nc(=O)c3c(C)cc(C)nc32)cc1
 : 9 | -3 | -2.4 | -20 | -15 | 0 | 0 | -2 | 0.9
> COc1ccc(NC(=O)CCCn2cnc3ccccc3c2=O)c(OC)c1
 : -4 | -1 | -3.1 | -9 | -5 | 4 | 0 | 8 | -1.6
> Cc1ccnc(NS(=O)(=O)c2ccc(NC(=O)C3CC=CCC3C(=O)O)cc2)n1 (stereo not drawn)
 : -2 | -5 | -0.9 | 12 | -1 | 16 | 7 | 5 | -0.8
> COc1ccc2oc(=O)c(C(=O)NC(C)c3ccccc3)cc2c1 (stereo not drawn)
 : -1 | -6 | -3.2 | 6 | 40 | -7 | 2 | 6 | -1.6
> CCC(Oc1ccccc1)C(=O)Nc1ccccc1OC (stereo not drawn)
 : -4 | -9 | -1.9 | -4 | -11 | -1 | 1 | 0 | -3.4
> Cc1nnc(NC(=O)c2nc(S(=O)(=O)Cc3ccccc3)ncc2Cl)s1
 : 7 | 3 | -1.1 | 6 | 9 | -20 | 2 | 16 | -3.0
> CC1=NN(C(=O)c2ccc(Cn3nc(C)c(Br)c3C)cc2)C(O)(C(F)(F)F)C1 (stereo not drawn)
 : -2 | -3 | -1.8 | -12 | -2 | -4 | 6 | -8 | -1.1
> CCCn1nnc(NCc2ccc(OCc3cccs3)c(OC)c2)n1
 : 3 | -6 | -2.6 | 11 | -22 | 4 | 4 | 0 | -2.3
> O=C(Nc1nc2ccc(F)cc2s1)c1cccs1
 : 2 | -8 | -1.4 | -16 | 10 | 9 | 5 | 10 | -3.1
> COc1ccc(-n2nnnc2CNC(=O)C(=O)c2c(C)[nH]c3ccccc23)cc1
 : 4 | 9 | / | 5 | / | / | 2 | / | /
> Cc1ccc(-c2csc(N/N=C/C=C/c3ccccc3)n2)cc1
 : -4 | -3 | -0.1 | -35 | -2 | -8 | 3 | 8 | -1.0
> Cc1sc2nc(CSc3cccc(C(F)(F)F)c3)[nH]c(=O)c2c1C
 : -3 | -2 | -3.0 | 2 | 19 | -10 | 8 | 2 | -0.3
> O=C(OCn1nnc2ccccc2c1=O)c1ccc(N2CCOCC2)c([N+](=O)[O-])c1
 : 1 | 0 | -2.2 | 34 | 9 | -1 | 8 | -2 | -3.5
> CCOc1ccc(C(C)=O)cc1CSc1nc2nc(C)cc(C)n2n1
 : 3 | -3 | -3.0 | 14 | 1 | 7 | 0 | 15 | 0.5
> CN(CC(=O)Nc1ccc(F)c(F)c1F)C(=O)c1cc(-c2ccncc2)nc2ccccc12
 : -2 | -1 | / | -2 | / | / | 1 | / | /
> CC1(c2ccccc2)NC(=O)N(CC(=O)Nc2ccc(C(N)=O)cc2)C1=O (stereo not drawn)
 : -2 | -5 | -2.8 | 5 | 6 | -7 | 3 | 3 | -1.4
> CCOc1ccc(OCCOC(=O)CN2C(=O)NC3(CCCC3)C2=O)cc1
 : -1 | -4 | / | 10 | / | / | 0 | / | /
> Cc1cccc(OCc2nc(-c3nonc3N)no2)c1C
 : 8 | -2 | -4.1 | 5 | 7 | 24 | -2 | 2 | -2.4
> O=C(O)CC1S/C(=N/N=C/c2ccc(Br)cc2)N(c2ccccc2)C1=O (stereo not drawn)
 : / | -2 | -1.9 | 25 | 20 | 12 | -4 | 12 | -2.1
> Cc1ccc2c(c1)C1CN(C)CCC1N2S(=O)(=O)c1cccc(F)c1 (stereo not drawn)
 : 6 | -9 | / | -3 | / | / | 2 | / | /
> CCC(CC)C(=O)Nc1cc(OC)c(OC)cc1C(=O)O
 : 0 | -6 | -5.3 | -5 | 13 | -7 | -1 | 2 | -0.5
> Cc1ccc(NCc2nnc(SCC(=O)NNC(=O)Cc3ccccc3)n2C)cc1
 : -3 | -3 | -2.9 | -6 | 8 | -8 | 2 | 0 | -4.4
> Cc1nnc(NC(=O)CSc2nnc(CNC(=O)C34CC5CC(CC(C5)C3)C4)n2C2CCCCC2)s1
 : 3 | / | -4.3 | -24 | -2 | 8 | 6 | 6 | -2.8
> COc1ccccc1CNC(=O)CNCCc1ccc(OC)c(OC)c1
 : 1 | -7 | 0.7 | 1 | 16 | -1 | 6 | -20 | -1.8
> O=C(COC(=O)CCc1nc2ccccc2c(=O)[nH]1)Nc1c(Cl)cccc1C(F)(F)F
 : 9 | -4 | / | -3 | / | / | 3 | / | /
> COc1cc(NS(C)(=O)=O)c(OC)cc1NC(=O)c1cccc(F)c1
 : 7 | 0 | -2.8 | 19 | 8 | -8 | 4 | 1 | -3.5
> CC1(C)Cc2c(c(N3CCCC3)nc3sc(C(=O)Nc4ccccc4)c(N)c23)CO1
 : 4 | 2 | -2.0 | -21 | -2 | -2 | -7 | 26 | -2.3
> CC1Cc2cc(S(=O)(=O)N3CCCCC3)ccc2N1C(=O)C1CCC1 (stereo not drawn)
 : -2 | 3 | -1.8 | 7 | 6 | 8 | 0 | -11 | 1.8
> Cc1c(C#N)c(NC(=O)CCl)n(Cc2cccs2)c1C
 : 5 | 1 | -0.7 | 1 | 7 | -22 | -4 | 7 | -1.1
> NC(=O)c1ccccc1OCC(=O)Nc1cccnc1Cl
 : 2 | -5 | / | -2 | / | / | 3 | / | /
> CN(C)c1ccc(C(=S)N2CCN(Cc3ccccc3)CC2)cc1
 : 9 | 3 | -1.5 | 30 | 9 | -6 | 0 | 1 | -1.1
> CCc1ccc(CN(C)C(=O)CC2C(=O)NCCN2Cc2ccoc2)cc1 (stereo not drawn)
 : 2 | -5 | -2.7 | -10 | -4 | -8 | 4 | 14 | -3.6
> COc1cccc(CNc2nc3ccccc3n2CCN2CCCCC2)c1OC
 : -4 | -5 | -1.5 | -1 | 3 | 4 | -2 | -17 | -1.8
> O=C(Nc1ccccc1)/C(=C/c1cccnc1)NC(=O)c1ccco1
 : -3 | 8 | 1.1 | -2 | -12 | -3 | 2 | 4 | 2.4
> COc1ccc(NC(=O)Nc2ccccc2C(N)=O)cc1OC
 : 4 | -5 | -0.1 | -2 | -2 | -4 | 5 | 0 | -1.7
> O=C(Nc1ccc2snnc2c1)N1CCN(c2ccccc2)CC1
 : 11 | -3 | -3.2 | 7 | 1 | -22 | -8 | -3 | -3.5
> CC(=O)N1c2ccccc2CCc2ccc(N)cc21
 : 1 | -10 | 0.2 | -5 | 13 | 9 | 0 | 5 | -2.9

Arranged by the number under IDE inh (falling): three of the compounds above.
SMILES | IDE inh | GalR3 antag | IMP-1 inhibitor | CRFR2-BP antag | UBC9 SUMO inh | pCIP destab | IDE cell activ | HCV NS3 hel inh | VIM-2 inhibitor
CN(C)c1ccc(C(=S)N2CCN(Cc3ccccc3)CC2)cc1 | 9 | 3 | -1.5 | 30 | 9 | -6 | 0 | 1 | -1.1
Cc1nnc(NC(=O)CSc2nnc(CNC(=O)C34CC5CC(CC(C5)C3)C4)n2C2CCCCC2)s1 | 3 | / | -4.3 | -24 | -2 | 8 | 6 | 6 | -2.8
CC1(c2ccccc2)NC(=O)N(CC(=O)Nc2ccc(C(N)=O)cc2)C1=O (stereo not drawn) | -2 | -5 | -2.8 | 5 | 6 | -7 | 3 | 3 | -1.4

As entered above.
CRFR2-BP antag result of `NC(=O)C1CCN(c2cc(Cl)nc(N)n2)CC1` : 13
IDE inh result of `O=c1c2c(c(-c3ccccc3)nn1Cc1ccccc1)CCCC2` : -4
pCIP destab result of `O=C(O)CC1S/C(=N/N=C/c2ccc(Br)cc2)N(c2ccccc2)C1=O` (stereo not drawn) : 12
UBC9 SUMO inh result of `Cc1c(Br)c([N+](=O)[O-])nn1CC(=O)Nc1c(C)n(C)n(-c2ccccc2)c1=O` : 13
IMP-1 inhibitor result of `Cc1c(Br)ccc(NC(=O)CCN2C(=O)C3C4CCC(C4)C3C2=O)c1C` (stereo not drawn) : -3.2

Screening results: PubChem BioAssay, several laboratories
